TRPM1 prom inh = reduces MITF-dependent TRPM1 promoter luciferase signal | SK-MEL-5 TRPM1 promoter luciferase, 24 h | inhibition, % at 12.5 µM | hit rate 0.83% among 330,000 | AID 488899;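 active means mean inhibition across replicates of 60% or more, whatever share of single replicates reaches that level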; further: values of inactives mirror those of a sister screen read the other way
Shn3 3UTR inh = Schnurri-3 reporter inhibition in Clone20 osteoblasts. AID 588674. hit rate 0.52% among 360,000. Clone20 osteoblast Shn3 3'UTR firefly luciferase, 24 h. inhibition, % at 12.5 µM;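 active means mean inhibition of at least 75% with every replicate also reaching 75%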;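 further: 0% = median of neutral control wells and 100% = pilot-screen positive control compound; some compounds past the cut are filed as inactive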
NR2E3 ag-1 = agonists of human nuclear receptor NR2E3; Q9Y5X4; GST-NR2E3/biotin-RetCOR TR-FRET, 1536-well; inhibition of corepressor binding, % at 4.78 µM; hit rate 0.12% among 320,000; AID 2300;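 active means percent inhibition above the cutoff of mean plus 3 SD of all tested compounds, set per screening campaign, cut at about 20% in these data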;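 further: 0% = DMSO wells and 100% = biotin wells as full block of FRET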
Target sequence (Q9Y5X4 whole entry, looked up): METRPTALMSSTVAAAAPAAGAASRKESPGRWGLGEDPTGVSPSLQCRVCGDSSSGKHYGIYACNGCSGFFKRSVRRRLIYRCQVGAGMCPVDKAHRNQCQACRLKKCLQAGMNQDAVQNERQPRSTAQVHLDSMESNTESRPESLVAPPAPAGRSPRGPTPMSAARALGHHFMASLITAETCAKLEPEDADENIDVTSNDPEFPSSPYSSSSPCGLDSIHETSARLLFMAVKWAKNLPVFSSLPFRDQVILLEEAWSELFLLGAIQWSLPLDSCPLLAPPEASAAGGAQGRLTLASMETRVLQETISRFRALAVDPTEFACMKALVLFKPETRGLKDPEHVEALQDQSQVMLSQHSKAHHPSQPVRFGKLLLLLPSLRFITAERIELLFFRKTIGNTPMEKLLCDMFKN
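Material: NR2E3–RetCOR corepressor complex | Quantity: 1.35 nM GST-tagged NR2E3 final | Schedule: 5 h at 4 °C | Replication: Singlicate compound wells | Reagent: RetCOR corepressor, biotinylated, 7 nM | Controls: Biotin wells as high control, 0.6% DMSO wells as low control | Signal: TR-FRET, Eu(K)-anti-GST donor, streptavidin-D2 acceptor, ex 340, em 617/671 nm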
KKLEB tox = counter-screen for CF NF-kB inhibitors: cytotoxicity; KKLEB CF airway cells viability, ATPlite luminescence, overnight; active compounds read low; cells stimulated with P. aeruginosa culture filtrate; activity change (cytotoxicity), % at 5 µM; hit rate 0.36% among 360,000;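 active means corrected activity change at or below -50% at 5 µM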
NR2E3 ag-2 = agonists of human NR2E3 nuclear receptor. Q9Y5X4. CHO-S Gal4-NCOR/VP16-NR2E3 two-hybrid, luciferase. inhibition of corepressor binding, % at 3.98 µM. hit rate 0.35% among 360,000. AID 602229;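 active means inhibition above the mean of all tested compounds plus 3 SD, cut at about 70% in these data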;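 further: 0% = DMSO with NR2E3 transfected cells and 100% = cells lacking NR2E3 construct; higher means lower luciferase signal from less NR2E3 corepressor binding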
Peg3 promoter = reduces Peg3 promoter-driven luciferase expression in HeLa; HeLa PEG-Prom luciferase reporter, luminescence, overnight; inhibition, % at 20 µM; hit rate 1.7% among 360,000; AID 588405;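 active means inhibition of at least 50% at 20 µM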
TWEAK Fn14 block = blocks TWEAK-Fn14 interaction in a reporter cell assay | hit rate 2% among 360,000 | AID 1159606 | inhibition, % at 10 µM | TWEAK-stimulated Fn14 reporter cells, luciferase luminescence, 8 h; in the data active means inhibition above about 50%
HIF-2a inh = blocks HIF-2a reporter activity; 786-0 RCC cells HIF-2a reporter, luciferase luminescence, overnight; inhibition, % at 18.8 µM; hit rate 0.72% among 360,000;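 active means inhibition of the luminescence signal of 40% or more relative to plate controls, in a single-dose primary screen at 18.75 µM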
TROY NFkB inh = blocks TROY-dependent signaling in reporter cells; Q293 LMP1-TROYcd NF-kB luciferase reporter, 4 h; inhibition, % at 10 µM; hit rate 0.98% among 360,000; AID 1347056;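 active means compounds whose plate-normalised and pattern-corrected inhibition of the luciferase reporter signal at the single screening dose is 50% or more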
C8 TRAIL sens = caspase-8 TRAIL sensitization | NB7+C8 cells + TRAIL, ATPlite viability luminescence | hit rate 1% among 360,000 | inhibition (viability loss, TRAIL sensitization), % at 10 µM;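 active means compounds causing at least 50% loss of cell viability in the single-dose screen, relative to plate controls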
CF NFkB inh = inhibitors of cystic fibrosis induced NF-kB; KKLEB NF-kB-GFP reporter, PAF-induced, GFP fluorescence overnight; inhibition, % at 5 µM; hit rate 0.86% among 360,000; AID 588850;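 active means at least 50% inhibition at 5 µM, scaled per plate between neutral and stimulator controls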;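 further: PAF is a Pseudomonas aeruginosa culture filtrate used as stimulus; plate controls were PAF-stimulated DMSO wells for no effect and unstimulated DMSO wells for full effect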
Starred values were filed as active, the others as inactive; . = not tested or not shown. Only part of the results is shown. The share of hits here may be higher or lower than overall.

SMILES	TRPM1 prom inh	Shn3 3UTR inh	NR2E3 ag-1	KKLEB tox	NR2E3 ag-2	Peg3 promoter	TWEAK Fn14 block	HIF-2a inh	TROY NFkB inh	C8 TRAIL sens	CF NFkB inh
CC(C)C[C@H]1CN(CCCC[C@@H]2CNC(=O)C(=O)N2Cc2ccccc2)C(=O)C(=O)N1CC1CCCCC1	.	.	.	.	-42	.	10	3	-8	-31	.
O=C(c1ccccc1)N1CCc2ccccc21	3	-5	1	8	17	-6	8	-18	1	3	-11
Cc1ccccc1NC(=O)CSC1=C(C#N)C(c2ccsc2)CC(=O)N1 (stereo not given)	-6	-13	-2	5	-14	-77	-28	-60	3	-23	-2
Cc1nc2sc3c(c2c(=O)n1N)CCC3	6	-2	6	7	-26	10	16	16	5	-14	2
COc1cccc(/C=N/NC(=O)c2ccc(=O)n(C)c2)c1OC	6	-7	-4	1	-20	9	7	19	5	-7	-8
NS(=O)(=O)c1ccc(N=Nc2c(O)ccc3ccccc23)cc1	14	4	0	24	7	-55	16	-36	-5	1	20
O=[N+]([O-])c1cccc(/C=N/N2CCN(c3ccccn3)CC2)c1	-72	-42	-2	3	-17	-225	-24	-259	-18	-5	0
O=C(NCCCn1ccnc1)/C(=C\c1cccnc1)NC(=O)c1cccc(Br)c1	11	1	0	9	-1	39	3	10	-11	5	2
O=C1[C@H]2CC3CCC2(O3)[C@@H]2OCCCN12 (stereo not given in full)	6	-16	3	-14	-6	-6	-1	11	-6	-2	-13
COc1ccc(C(C)=O)cc1COc1ccc(-n2cnnn2)cc1	-15	7	4	1	15	-11	8	-4	1	-4	1
Nn1c(COc2ccccc2)nnc1SCc1cc(=O)[nH]c2ccccc12	9	-31	3	4	-8	21	19	-11	-12	6	3
CN1CCN(c2nc3c(c(=O)n(C)c(=O)n3C)n2CC(=O)C23CC4CC(CC(C4)C2)C3)CC1	7	0	0	7	-1	-8	-7	3	8	0	2
NC1=NC(=O)/C(=C\c2ccco2)S1	1	19	4	-2	-22	-30	21	-30	45	-3	-15
O=C(OCC(=O)N1CCCCCC1)c1ccc[nH]c1=O	-15	-11	.	9	-2	0	3	3	0	-9	-20
Fc1ccc(CN2C3=NCCCN3c3ccccc32)cc1	-2	4	1	-5	-20	-1	-7	19	4	-7	-13
Cc1cc(-n2cccn2)ccc1CN1CCN(C2CCCC2)C(CCO)C1 (stereo not given)	0	6	1	-9	2	-3	-36	9	7	-2	-2
CC1CCCN(C(=O)COC(=O)COc2ccc(Cl)cc2)C1 (stereo not given)	-10	22	.	3	-11	-1	37	7	-14	-7	-9
COc1cc(/C=N/NC(=O)c2ccncc2)ccc1OC(=O)c1ccccc1Cl	-7	-8	-4	-8	-11	-7	17	7	33	-9	20
FC(F)(F)c1ccc(Oc2ccc3c(C(F)(F)F)cc(C(F)(F)F)nc3n2)cc1	-1	-3	1	8	-13	-4	2	9	9	3	0
COc1ccc(C)cc1NS(=O)(=O)c1ccc2c(c1)N(C)CCO2	3	52	-2	10	30	-6	-15	13	-3	13	6
Cc1ccc(Cn2nnnc2CN2CCC(O)(c3ccc(F)cc3)CC2)cc1	5	-2	3	-12	9	10	-26	15	6	3	12
Cc1ccc(OCCc2csc(N)n2)cc1	-36	-5	-3	14	-46	-139	11	-156	-28	20	6
O=C(COC(=O)c1cccs1)NCCC1=CCCCC1	-8	4	7	3	-1	-9	-28	-2	-60	-8	-23
CC1(C)CC2CC(C)(CN2C(=O)c2cc(-c3ccc(O)cc3)on2)C1 (stereo not given)	-14	-8	-1	2	0	-20	-35	2	62*	9	-11
CCCC(=O)Nc1nnc(S(=O)(=O)N(CC)c2ccc(OC)cc2)s1	10	-11	.	1	-29	20	7	7	-2	4	2
CCOc1ccc(CSCCNC(=S)Nc2ccc(OC)cc2)cc1	4	38	-1	-33	-1	13	-2	5	-17	20	20
CCCOc1ccc(N2C(=O)CC(N(CCc3ccc(OC)cc3)C(=O)/C=C/C(=O)O)C2=O)cc1 (stereo not given)	0	13	-1	-8	-25	9	-3	9	-3	-8	16
Cc1cccc(C2c3[nH]c4ccccc4c3CCN2C(=O)c2cc(-c3cccn3C)n[nH]2)n1 (stereo not given)	49	-4	1	-18	-2	32	29	24	15	1	10
CCN(CC)S(=O)(=O)c1cc(C(=O)O)ccc1Cl	-14	-14	-1	2	-14	-1	-1	5	-7	5	-4
CCOC(=O)C1(C)CCCN(C(=O)c2cccc(C#N)c2)C1 (stereo not given)	.	0	.	10	-28	3	4	10	0	-6	-6

Laid out differently: entries from further up.
FC(F)(F)c1ccc(Oc2ccc3c(C(F)(F)F)cc(C(F)(F)F)nc3n2)cc1
  TRPM1 prom inh: -1 | Shn3 3UTR inh: -3 | NR2E3 ag-1: 1 | KKLEB tox: 8 | NR2E3 ag-2: -13 | Peg3 promoter: -4 | TWEAK Fn14 block: 2 | HIF-2a inh: 9 | TROY NFkB inh: 9 | C8 TRAIL sens: 3 | CF NFkB inh: 0

COc1cc(/C=N/NC(=O)c2ccncc2)ccc1OC(=O)c1ccccc1Cl
  TRPM1 prom inh: -7 | Shn3 3UTR inh: -8 | NR2E3 ag-1: -4 | KKLEB tox: -8 | NR2E3 ag-2: -11 | Peg3 promoter: -7 | TWEAK Fn14 block: 17 | HIF-2a inh: 7 | TROY NFkB inh: 33 | C8 TRAIL sens: -9 | CF NFkB inh: 20

Next part.
SMILES	TRPM1 prom inh	Shn3 3UTR inh	NR2E3 ag-1	KKLEB tox	NR2E3 ag-2	Peg3 promoter	TWEAK Fn14 block	HIF-2a inh	TROY NFkB inh	C8 TRAIL sens	CF NFkB inh
COc1ccc(C(=O)NNC(=O)C(=O)Nc2ccc(C)cc2)cc1	1	12	2	-2	-6	-2	-24	-10	-29	12	-5
CCc1nnc(NC(=O)CSc2nc3c(cc2C#N)CCC3)s1	-42	-53	-2	-19	-136	-174	29	-129	-60	64*	2
CCCNc1nc(Cl)nc(Nc2ccc(Cl)cc2)n1	-16	-9	4	-10	-13	-47	-10	-70	-23	-2	21
Oc1ccc(-n2cnnn2)cc1	5	-7	1	0	7	3	15	18	-25	-13	7
CCO[C@@H]1OC(C(N)=O)=C[C@H](c2ccc3c(c2)OCO3)[C@H]1CCCO	6	-14	1	2	-24	7	7	17	7	-13	2
O=C(NCc1ccccc1Cl)/C(=C\c1cccnc1)NC(=O)c1ccccc1	6	-4	-1	0	6	2	48	11	-8	-2	-2
CN(C(=O)c1cc2nc(-c3ccco3)cc(C(F)(F)F)n2n1)C1CCCCC1	-1	25	4	-7	-8	19	31	-4	8	2	19
CC(C)(C)C(=O)OCC1OC(n2cnc(C(N)=O)n2)C(O)C1O (stereo not given)	1	11	4	-1	-1	16	-1	1	7	-7	14
CCNC(=O)N(C)C[C@H]1N[C@@](C)(C(=O)OC)[C@H]2C(=O)N(C)C(=O)[C@@H]12	0	-6	.	12	-17	-17	-20	9	0	3	-24
O=C(NCC(c1ccco1)N1CCc2ccccc21)c1ccccc1 (stereo not given)	14	21	1	-12	20	16	-4	8	-7	-7	24
CC(Nc1n[nH]c(=O)[nH]c1=O)C(=O)N/N=C/c1ccccc1 (stereo not given)	-9	-21	-4	4	6	-3	-1	12	3	6	-19
CC12CN3CCN(CC(C3)/C1=N/N=C/c1cccc([N+](=O)[O-])c1)C2	-2	-4	-1	-5	-15	-1	-26	12	-23	11	14
O=C(CCC(=O)OCc1ccc(Cl)cc1)Nc1ccccc1	15	-12	5	2	-18	-25	-11	19	6	3	12
Cc1cc(N2CCCC2=O)ccc1S(=O)(=O)NCCOc1ccccc1	-3	4	3	5	-6	4	-6	12	23	-10	-3
COC(=O)[C@@]1(Cc2ccc(OC)cc2)[C@H]2c3cc(C(=O)N4CCCC4)n(Cc4ccc(Cl)c(C(F)(F)F)c4)c3C[C@H]2CN1C(=O)c1ccccc1	.	.	.	.	-12	.	21	0	10	11	.
COc1ccc(C2C(C(=O)/C=C/c3ccco3)=C(O)C(=O)N2CCN2CCOCC2)cc1OC (stereo not given)	11	5	4	-7	14	11	7	13	7	37	-1
COc1ccc(/C=C(/NC(=O)c2ccccc2)C(=O)NCCN2CCOCC2)cc1OC	3	12	0	-3	18	5	-15	7	-17	15	12
CCCCC(O)(c1ccc(CC)cc1)C(CN1CCOCC1)c1ccccc1 (stereo not given)	10	9	.	-19	-9	48	31	-1	16	7	24
O=C(NCc1ccc(Cl)cc1)N1CCN(Cc2ccccc2)CC1	1	2	1	4	-12	23	10	20	13	3	-10
CCc1nc2c(OCC=C(C)C)cccn2c1N(C)C(=O)c1ccc(OC)cc1	.	2	.	3	15	7	2	13	-4	27	1
COC1=CC(C)C2CC3OC(O)CC4C(C)=C(OC)C(=O)C(C2(C)C1=O)C34C (stereo not given)	.	-3	.	14	-3	19	-5	14	0	-8	-14
NC(=O)Cn1nc([N+](=O)[O-])nc1Oc1ccc(Br)cc1	12	0	-4	4	-16	7	15	17	14	1	-7
CCOC(=O)C1=C(C)N(c2ccc(OCC)cc2)C(=O)/C1=C\c1ccco1	3	-29	4	-5	-3	-16	-5	-5	-4	-3	12
N#CC(=C1C=CC(=NO)C(Cl)=C1)c1ccccc1	.	20	.	-6	-8	39	26	-46	25	4	50*
N#CCCN(C(=O)COC(=O)c1cccc(S(=O)(=O)N2CCCC2)c1)c1ccc(F)cc1	2	-15	2	12	-4	15	5	10	15	-5	-2
C/C=C(\C)CN1CCC(n2nccc2NC(=O)c2ccc3c(c2)OCO3)CC1	-4	13	-2	-6	-7	22	-12	15	-2	-3	14
Cn1c2ccccc2n2c(=O)c(=O)n(CC(=O)c3ccc(Cl)cc3)nc12	5	-13	1	-6	-2	0	-14	13	4	-11	1
COC(=O)CCC(NC(=O)c1cc(-c2ccc3c(c2)OCCO3)oc1C)C(=O)OC (stereo not given)	-12	-9	-4	15	-43	-21	-3	-55	-4	6	-2
S=C(NC1CCCCC1)N1CCOCC1	-10	6	-2	0	-12	11	1	21	10	1	6
COCC(=O)N(Cc1cc2ccc(C)cc2[nH]c1=O)c1cccc(C)c1	7	8	2	-3	-4	22	16	12	-5	2	2
CCC(=O)N1c2ccc(S(=O)(=O)CCC(=O)NCc3ccc4c(c3)OCO4)cc2CC1C (stereo not given)	-6	17	2	6	-27	8	0	20	1	6	8
CC(=O)Nc1ccc(S(=O)(=O)NNC(=O)c2cccc(Cl)c2)cc1	-3	-19	1	1	7	-6	-21	-17	-29	-23	16
COc1ccc(NC(=O)CN2C(=O)NC3(CCCCCC3)C2=O)cc1Cl	-19	26	.	-4	-24	12	-9	3	-13	-1	-26
O=C(Nc1ccc(S(=O)(=O)Nc2ncccn2)cc1)c1cccc(S(=O)(=O)N2CCOCC2)c1	0	3	1	-7	-12	17	-5	14	4	-16	8
Cc1nc2ccccc2[nH]c1=O	3	12	-2	9	-12	-1	-6	12	-1	-13	6
